Compound activity deposited in PubChem by National Center for Advancing Translational Sciences (NCATS).
TRHR ag = TRH receptor (human) agonism; P34981; hit rate 0.18% among 360,000; TRHR cells, calcium flux fluo-8, FDSS agonist mode; AID 493084; activation, % at 2 µM; also: 0% is about no effect
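Fluo-8-loaded TRHR cells; 10 s baseline, compound added, kinetic Ca2+ fluorescence read 1/s, agonist mode.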
D1 ag = agonists of human D1 dopamine receptor; hit rate 1% among 360,000; activation, % at 2 µM; AID 504660; HEK293 T-REx D1 cells, calcium flux, agonist mode; P21728; also: 0% is about no effect
Target sequence (P21728 whole entry, looked up): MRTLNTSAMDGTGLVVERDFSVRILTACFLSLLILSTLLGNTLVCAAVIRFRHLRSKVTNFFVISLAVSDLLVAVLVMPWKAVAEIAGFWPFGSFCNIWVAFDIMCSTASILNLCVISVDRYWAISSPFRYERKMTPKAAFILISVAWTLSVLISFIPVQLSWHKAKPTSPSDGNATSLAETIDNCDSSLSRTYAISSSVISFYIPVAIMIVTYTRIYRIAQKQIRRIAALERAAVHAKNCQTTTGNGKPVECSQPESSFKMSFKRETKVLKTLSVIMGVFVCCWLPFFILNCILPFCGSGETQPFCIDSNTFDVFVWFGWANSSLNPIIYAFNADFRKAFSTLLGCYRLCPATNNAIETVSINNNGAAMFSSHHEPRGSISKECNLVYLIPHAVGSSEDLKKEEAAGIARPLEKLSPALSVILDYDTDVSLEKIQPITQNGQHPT
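Tetracycline-induced HEK293 TREx D1 cells, force-coupled to calcium signalling, were dye-loaded with a no-wash calcium kit. Compound was pin-added after a 10 s baseline. Fluorescence was read kinetically at 1 cycle/s for 180 s, with calcium rises flagged as agonism.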
D1 potentiator = human D1 dopamine receptor positive modulation; potentiation, % at 10 µM; AID 504651; HEK293 TREx D1 cells, calcium flux, dopamine EC20 potentiation; hit rate 0.036% among 360,000; P21728; in the data active = potentiation above about 30%; also: 0% is about no effect
RXFP1 antag = antagonists of human relaxin receptor RXFP1 | activity change, negative = inhibition, % at 57.5 µM | hit rate 0.59% among 350,000 | Q9HBX9 | HEK293-RXFP1, relaxin-stimulated cAMP HTRF, 30 min; active compounds read low;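 active = activity change of -60% or lower, but not beyond a set lower limit; inconclusive = change between -60% and -40%, or beyond the set limit; inactive = change above -40%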; also: % is scaled to controls: 0 for no effect and ±100 for the full control effect
D2 antagonist = antagonizes the human D2 dopamine receptor | hit rate 2% among 340,000 | P14416 | HEK293 TREx D2 cells, calcium flux, dopamine EC80 | inhibition, % at 10 µM; in the data active = inhibition above about 30%; also: 0% is about no effect
Target sequence (P14416 whole entry, looked up): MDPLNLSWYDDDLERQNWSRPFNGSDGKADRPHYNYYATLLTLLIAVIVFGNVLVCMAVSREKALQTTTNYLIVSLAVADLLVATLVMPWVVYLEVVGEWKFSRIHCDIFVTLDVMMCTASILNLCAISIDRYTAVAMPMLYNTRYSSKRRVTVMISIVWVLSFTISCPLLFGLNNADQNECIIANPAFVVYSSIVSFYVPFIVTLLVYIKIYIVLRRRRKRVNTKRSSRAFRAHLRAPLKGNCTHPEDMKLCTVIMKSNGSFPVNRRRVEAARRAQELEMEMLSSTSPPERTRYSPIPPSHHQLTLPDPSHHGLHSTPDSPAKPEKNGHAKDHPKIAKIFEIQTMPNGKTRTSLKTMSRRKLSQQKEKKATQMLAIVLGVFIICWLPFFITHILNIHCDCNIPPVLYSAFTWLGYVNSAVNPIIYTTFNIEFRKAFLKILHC
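Tetracycline-induced HEK293 T-REx cells expressing D2 force-coupled to calcium signalling were dye-loaded, exposed to compound for 180 s, then challenged with an EC80 of dopamine; calcium flux was followed kinetically for a further 180 s.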
TRHR enhancer = allosteric enhancers of human TRH receptor; hit rate 0.66% among 360,000; TRHR cells, fluo-8 calcium fluorescence, EC20 TRH enhancement; P34981; enhancement, % at 2 µM; in the data active = enhancement above about 30%; also: 0% is about no effect
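TRHR-expressing cells loaded with fluo-8 calcium dye were read kinetically (ex 480/em 530) during compound addition, then stimulated with an EC20 of TRH (10 nM final). Enhancement of the Gq-mediated intracellular calcium response was scored.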
D2 agonist = D2 dopamine receptor (human) agonism; P14416; HEK293 T-REx D2 cells, calcium flux agonist mode; activation, % at 2 µM; hit rate 0.53% among 340,000; AID 485358;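 active = activation over 3 SD above normal in the single-dose calcium agonist read, cut at about 30% in these data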; also: 0% is about no effect
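In this primary screen, compounds producing a positive calcium signal within 180 s of addition to tetracycline-induced, force-coupled HEK293 Trex D2 cells are flagged; cells are dye-loaded with a no-wash calcium kit beforehand.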
D1 antagonist = antagonists of human D1 dopamine receptor. activity change, negative = inhibition, % at 10 µM. hit rate 3.2% among 360,000. AID 504652. P21728. HEK293 TREx D1 cells, calcium flux, dopamine EC80; active compounds read low; in the data active = activity change below about -30%; also: % is scaled to controls: 0 for no effect and ±100 for the full control effect
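Calcium flux readout: force-coupled, inducible Hek293 Trex D1 line, cells induced overnight at 30 C with tetracycline, dye-loaded 30–90 min at RT. Antagonism scored against EC80 dopamine challenge given 180 s after compound.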
D2 PAM = positively modulates the human D2 dopamine receptor allosterically; HEK293 T-REx D2, calcium flux, EC20 dopamine potentiation; potentiation, % at 10 µM; AID 485347; hit rate 0.34% among 340,000;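 active = potentiation over 3 SD above the plate norm, cut at about 30% in these data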; also: 0% is about no effect
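Calcium flux readout, no-wash dye, 1 read/s. Inducible HEK293 Trex D2 line, overnight 30 C. Compound alone 180 s (agonist flags), then EC20 dopamine, another 180 s to score potentiation.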
The depositor's hits bear a star; u = inconclusive; x = no result given. Rule as the data show it, unless noted: active = activation above about 30%; inactive = the rest.

The opening 3 records as a preview:
molecule	TRHR ag	D1 ag	D1 potentiator	RXFP1 antag	D2 antagonist	TRHR enhancer	D2 agonist	D1 antagonist	D2 PAM
CC1CN(C(=O)c2ccc(COc3ccccc3Cl)o2)CC(C)O1 (configuration not stated)	-1.4	4	-4	-2	-24	8	-3.0	-20	x
O=C(Nc1ccc(F)cc1F)c1cc2ncc(Br)cn2n1	0.1	1	0	x	-15	0	-0.3	-7	-7
CCN(c1cccc(C)c1)S(=O)(=O)c1ccc2c(c1)CCCN2C(C)=O	-0.2	3	-4	3	-14	-3	-1.6	8	-3

All compounds of this part (from the top)
molecule	TRHR ag	D1 ag	D1 potentiator	RXFP1 antag	D2 antagonist	TRHR enhancer	D2 agonist	D1 antagonist	D2 PAM
CC1CN(C(=O)c2ccc(COc3ccccc3Cl)o2)CC(C)O1 (configuration not stated)	-1.4	4	-4	-2	-24	8	-3.0	-20	x
O=C(Nc1ccc(F)cc1F)c1cc2ncc(Br)cn2n1	0.1	1	0	x	-15	0	-0.3	-7	-7
CCN(c1cccc(C)c1)S(=O)(=O)c1ccc2c(c1)CCCN2C(C)=O	-0.2	3	-4	3	-14	-3	-1.6	8	-3
Cc1cccc(CC2CC(=O)N(C3CCCCC3)C2=O)c1 (configuration not stated)	0.3	-1	-3	-8	-13	-1	1.2	-21	x
O=C(c1ccc(Cl)s1)N(Cc1nnc(-c2ccccc2Cl)o1)C1CC1	-0.7	1	2	-8	1	-1	-0.7	1	-3
CNC(=O)c1c(NC(=O)c2ccc(S(=O)(=O)N(C)c3ccccc3)cc2)sc2c1CCN(C(C)C)C2	62*	90*	-1	8	19	3	84*	-12	-3
COc1ccc2oc(=O)cc(CN3CCN(Cc4ccc(OC)c(OC)c4OC)CC3)c2c1	-0.6	1	-7	5	3	-7	-0.3	4	0
O=C(O)CCc1nn2c3ccccc3n(CC(=O)c3ccccc3)c2nc1=O	0.8	1	-4	-3	15	-1	0.8	-9	-1
[O-]/[N+](=C\c1ccncc1)c1ccccc1	-0.3	3	-4	0	-24	-5	-0.3	-1	7
CCCOc1ccc(N2C(=O)C3ON(c4ccccc4)C(CCC)C3C2=O)cc1 (configuration not stated)	1.5	2	-5	-10	-5	4	-0.3	1	-1
Cc1ccc(N2C(=O)S/C(=C/c3cn(C)c4ccccc34)C2=O)cc1	0.4	4	-5	-6	14	-8	0.5	16	13
O=C(Nc1ccc(O)c(-c2nc3ccccc3o2)c1)c1ccc(Br)cc1	1.2	1	-1	-2	x	-4	-1.2	-11	1
Cc1cc(C)c(C)c(OCCOCCN2CCN(C)CC2)c1	-0.6	13	-5	1	-12	2	-1.1	-6	3
Cc1cccc2c3c([nH]c12)C(=O)CC(C)(C)S3	0.2	4	3	-2	15	1	0.6	8	17
Cc1ccc(OC(C)C(=O)N2CCCc3ccccc32)cc1 (configuration not stated)	-0.5	2	-3	9	13	4	-0.2	11	-10
CC(C)(C)C(=O)Nc1ccc(S(=O)(=O)N2CCC(c3nc4ccccc4[nH]3)CC2)cc1	1.1	11	-4	u	-10	2	0.8	7	15
COc1ccc(CCNC(=O)c2c(O)c3ccccc3n(C)c2=O)cc1	0.4	6	-3	-2	-5	6	0.1	0	2
Cc1ccc2nsnc2c1NC(=O)c1ccccc1[N+](=O)[O-]	-0.9	6	-3	-9	x	5	x	7	x
O=C(NCCc1cccc(F)c1)/C(=C/c1cccnc1)NC(=O)c1ccccc1	-0.1	1	0	-9	2	2	1.4	-3	-4
CCCCc1ccc(NC(=O)N[C@H](C(=O)O)C(C)CC)cc1 (some centres not stated)	-0.6	-3	-2	7	-2	2	0.6	-13	3
O=C(COc1ccc(S(=O)(=O)N2CCOCC2)cc1)NC1CCCCC1	0.8	3	0	6	7	0	0.2	-6	22
O=C(Nc1ccc(N2CCOCC2)c(Cl)c1)c1ccc(-n2cnnc2)cc1Cl	0.5	5	-8	-14	4	1	0.4	9	-3
CCN(CC)CCNc1ncnc2c1[nH]c1ccc(OC)cc12	0.0	2	-8	x	-4	1	0.2	-19	0
COc1ccccc1NC(=O)CC1C(=O)NCCN1C(=O)Nc1ccc(Cl)c(Cl)c1 (configuration not stated)	1.0	4	-5	1	-25	-11	2.7	-30*	-16
COc1cccc(CCNC(=O)COc2cccc3c2OC(C)(C)C3)c1	-0.2	3	-2	-5	0	-2	-0.1	-3	22
COc1ccc(CN2C3CCCC2CC(NC(=O)Nc2cccc(C)c2)C3)cc1 (configuration not stated)	-0.6	19	-4	-10	9	1	-0.1	5	-10
CN(C(=O)CN1CCC(NC(=O)C2CCCCC2)CC1)C1CCCCC1	1.1	1	9	1	13	5	0.9	4	-9
CCOc1ccc(C(=O)CCC(=O)NNC(=O)c2ccccc2O)cc1	-0.5	2	-3	-30	-17	12	0.3	13	2
CCOC(=O)c1c(C)[nH]c(CCC(=O)NCc2ccc(CC)cc2)c1C	-0.2	0	-3	-12	x	-6	-0.9	-4	-6
Fc1ccc(C2c3cccn3CCN2C(=S)Nc2cccc(F)c2)cc1 (configuration not stated)	0.8	15	0	-39	-11	-1	-0.4	-19	-1
CCOc1ccccc1CNC(=O)CCCC(=O)n1nc(C)c2ccccc21	0.6	3	-4	-8	18	-5	1.5	-15	2
C=CCN(Cc1cc(OC)ccc1OC)C(=O)c1cc2ccc(OC)cc2[nH]1	1.0	4	-2	-5	-3	-4	0.1	-8	1
CCCCCC(=O)NC(=S)Nc1cccc(C(C)=O)c1	0.4	5	-3	-4	9	-2	-2.3	8	-8
N#Cc1cccc(-n2c(-c3ccccc3)nnc2-c2ccccc2)c1C#N	-0.2	5	-6	-5	9	23	0.0	-8	5
CC(=O)c1cc(-c2ccccc2)n(CC(=O)N2CCN(C3CCCC3)CC2)c1C	0.1	2	3	-2	21	3	-0.3	8	-5
COc1cccc(-c2nn(C)c3sc(C(=O)NCCCN(C)Cc4ccccc4)cc23)c1	0.0	3	-4	-17	33*	0	-2.3	-25	-23
CC(=O)Nc1cccc(NC(=O)C(C)N2c3cccc4cccc(c34)S2(=O)=O)c1 (configuration not stated)	0.4	6	2	1	3	1	-0.5	-8	6
COCCCN(CCC#N)C(=O)c1c(-c2c(Cl)cccc2Cl)noc1C	0.1	2	0	5	5	-3	0.8	-10	4
Cn1c(NC(=O)COc2ccccc2)cc(=O)n(C)c1=O	0.3	3	-6	6	0	-4	0.8	-12	-11
CC(C)NC(=O)NC(=O)CSc1ccc(S(=O)(=O)N2CCCC2)cn1	0.3	0	-3	-16	4	3	0.1	-8	-3
CCOC(=O)N1CCC(N2Cc3cccc(C(=O)Nc4ccc(S(=O)(=O)N(CC)CC)cc4)c3C2=O)CC1	0.3	4	1	8	2	7	-0.4	-12	6
COc1cc(C(C)=O)ccc1OCCCOc1cccc2cccnc12	-0.4	2	-1	-1	-3	3	-0.2	-10	12
CCc1nc2c(c(SC)nn2-c2ccccc2)c(N)c1C(=O)OC	0.9	4	-1	-1	-23	0	-0.2	16	8
Cc1ccc(NC(=O)C2CC(=O)OC23CCOC(C)(C)C3)cc1 (configuration not stated)	-0.1	0	1	-9	-1	5	-0.1	4	-2
O=C(Cc1ccc(F)cc1)NC1CCCC1	-0.2	1	0	-3	-5	-1	0.6	-11	0
COc1cccc(C(C2=C(O)CC(C)(C)CC2=O)C2C(=O)CC(C)(C)CC2=O)c1 (configuration not stated)	0.0	1	-3	7	3	34*	0.5	-2	5
CCOC(=O)c1cc(=O)n2[nH]c(-c3ccc(C)cc3)cc2n1	0.2	2	-6	-17	-20	0	-0.4	-9	22
Cc1ccc(-c2noc(CSc3nnc(Cc4ccccc4)n3-c3ccc(Cl)cc3)n2)cc1	2.9	16	-1	-26	-1	18	0.0	11	0
O=C(N/N=C/c1cc2cc3c(cc2nc1Cl)OCCO3)c1ccccc1O	-0.3	10	-5	-14	-19	-8	-0.9	13	2
CCOc1ccccc1NC(=O)CSc1ccc2nnc(-c3cccnc3)n2n1	-0.2	1	6	-2	-9	-2	1.4	3	-1
Cc1nc2sccc2c(=O)n1N	0.5	2	-4	-1	-13	-4	0.4	-8	-4
O=C(O)[C@H](Cc1ccccc1)NC(=O)N1CCOCC1	-0.3	1	-2	-4	14	6	0.0	-14	0
CC(=O)N1CCN(Cc2nc3cc(NC(=O)c4ccc(Cl)cc4)ccc3n2C)CC1	-0.1	3	4	1	11	-6	-0.2	11	-6
O=C1C=C(NCc2ccco2)CC(c2ccc(Cl)cc2)C1 (configuration not stated)	-0.9	1	-8	-3	6	-2	2.3	-16	-29
O=C(COC(=O)c1cnc(Cl)c(Cl)c1)NCc1ccco1	-1.9	3	-2	-15	-8	2	-0.2	-8	7
COCCOC(=O)C1=C(C)Nc2cc(=O)[nH]c(=O)n2C1c1cccc([N+](=O)[O-])c1 (configuration not stated)	0.1	5	-10	x	3	2	0.3	-11	3
Cc1ccccc1C(=O)N1CCC(C(=O)Nc2ccc(S(=O)(=O)N3CCCC3)cc2)CC1	0.2	2	0	0	2	0	1.2	2	x
O=C1NN(c2ccccc2)C(=O)/C1=C\c1ccc2c(c1)OCO2	-0.5	2	-2	3	-24	5	-0.1	-4	11
c1ccc(NCc2ccccn2)cc1	0.0	1	-4	4	7	-1	1.2	-7	-1
S=c1[nH]ncn1/N=C/c1ccccn1	0.4	-2	-1	14	-5	-4	-0.4	16	-13

(continued)
molecule	TRHR ag	D1 ag	D1 potentiator	RXFP1 antag	D2 antagonist	TRHR enhancer	D2 agonist	D1 antagonist	D2 PAM
CCN(CC)C(=O)Nc1ccc(C(=O)OC)cc1	-0.1	1	-2	-1	-5	2	0.6	-3	0
FC(F)(F)c1cc(-c2ccccc2)nc(N2CCCCC2)n1	0.3	4	4	-9	-19	-5	0.1	23	-3
Cc1cc(NC(=O)CN(c2cccc(C)c2C)S(=O)(=O)c2ccccc2)ccc1Br	0.5	6	-1	x	x	9	1.2	-1	0
Cc1ccc(Cn2c(CNC(=O)Cc3cccc(C)c3)nc3cccnc32)cc1	-0.7	2	-2	3	x	-7	-0.2	-4	-1
CCN1CCN(CCc2nc3cc(NC(=O)COc4ccccc4)ccc3n2C)CC1	0.5	1	-1	0	7	3	1.3	-4	4
Cc1ccc(C(=O)NC(C)c2nnc(SCC(=O)NC3CCCC3)n2C)cc1 (configuration not stated)	0.1	1	5	4	-25	2	0.4	3	2
CCCCNC(=O)CN(c1cccc(F)c1)S(C)(=O)=O	0.1	0	-10	-10	-7	4	0.2	2	3
Cc1ccc(S(=O)(=O)NC(=O)c2ccc(-c3ccc(-c4ccccc4)cc3)o2)c(C)c1	-0.9	-4	1	x	x	-2	x	-5	x
Cc1nnc(SCC(=O)Nn2cnnc2)s1	0.0	3	-1	-15	-1	7	-0.2	6	7
